IMP-1 inhibitor – blocks Pseudomonas aeruginosa IMP-1 metallo-beta-lactamase; purified IMP-1, nitrocefin hydrolysis, epi-absorbance fluorescence; inhibition, % at 5.6 µM; 290,000 tested, 0.45% active;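 active means inhibition above the mean plus 3 SD of all compounds in the same screening run, cut at about 4.5% in these data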;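 further: 0% = IMP-1 with DMSO and 100% = DMSO wells lacking enzyme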
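Assay system: purified IMP-1; Quantity: IMP-1 0.2 nM before substrate addition; Medium: HEPES buffer pH 7.1 with ZnSO4 and Brij 35; Incubation: 15 min enzyme–compound preincubation, then 25 min nitrocefin reaction, 25 °C; Signal: fluorescence quenching readout, ex 480/em 530 nm; Controls: DMSO with and without IMP-1; Repeats: singlicate testing.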
pCIP destab – lowers stability of the mouse p/CIP coactivator protein. Q05BA5. F442A p/CIP-EGFP cells, EGFP fluorescence, 16 h. decrease of EGFP signal, % at 10 µM. 290,000 tested, 0.01% active. AID 1984;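 active means EGFP signal decrease of at least 30% at 10 µM or well 3 SD below plate mean, unless failing retest; inactive means the rest, including hits failing retest or dose response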; further: some compounds called inactive have numbers as strong as hits; many of its hits are not listed in these tables
Target sequence (Q05BA5 1-1403): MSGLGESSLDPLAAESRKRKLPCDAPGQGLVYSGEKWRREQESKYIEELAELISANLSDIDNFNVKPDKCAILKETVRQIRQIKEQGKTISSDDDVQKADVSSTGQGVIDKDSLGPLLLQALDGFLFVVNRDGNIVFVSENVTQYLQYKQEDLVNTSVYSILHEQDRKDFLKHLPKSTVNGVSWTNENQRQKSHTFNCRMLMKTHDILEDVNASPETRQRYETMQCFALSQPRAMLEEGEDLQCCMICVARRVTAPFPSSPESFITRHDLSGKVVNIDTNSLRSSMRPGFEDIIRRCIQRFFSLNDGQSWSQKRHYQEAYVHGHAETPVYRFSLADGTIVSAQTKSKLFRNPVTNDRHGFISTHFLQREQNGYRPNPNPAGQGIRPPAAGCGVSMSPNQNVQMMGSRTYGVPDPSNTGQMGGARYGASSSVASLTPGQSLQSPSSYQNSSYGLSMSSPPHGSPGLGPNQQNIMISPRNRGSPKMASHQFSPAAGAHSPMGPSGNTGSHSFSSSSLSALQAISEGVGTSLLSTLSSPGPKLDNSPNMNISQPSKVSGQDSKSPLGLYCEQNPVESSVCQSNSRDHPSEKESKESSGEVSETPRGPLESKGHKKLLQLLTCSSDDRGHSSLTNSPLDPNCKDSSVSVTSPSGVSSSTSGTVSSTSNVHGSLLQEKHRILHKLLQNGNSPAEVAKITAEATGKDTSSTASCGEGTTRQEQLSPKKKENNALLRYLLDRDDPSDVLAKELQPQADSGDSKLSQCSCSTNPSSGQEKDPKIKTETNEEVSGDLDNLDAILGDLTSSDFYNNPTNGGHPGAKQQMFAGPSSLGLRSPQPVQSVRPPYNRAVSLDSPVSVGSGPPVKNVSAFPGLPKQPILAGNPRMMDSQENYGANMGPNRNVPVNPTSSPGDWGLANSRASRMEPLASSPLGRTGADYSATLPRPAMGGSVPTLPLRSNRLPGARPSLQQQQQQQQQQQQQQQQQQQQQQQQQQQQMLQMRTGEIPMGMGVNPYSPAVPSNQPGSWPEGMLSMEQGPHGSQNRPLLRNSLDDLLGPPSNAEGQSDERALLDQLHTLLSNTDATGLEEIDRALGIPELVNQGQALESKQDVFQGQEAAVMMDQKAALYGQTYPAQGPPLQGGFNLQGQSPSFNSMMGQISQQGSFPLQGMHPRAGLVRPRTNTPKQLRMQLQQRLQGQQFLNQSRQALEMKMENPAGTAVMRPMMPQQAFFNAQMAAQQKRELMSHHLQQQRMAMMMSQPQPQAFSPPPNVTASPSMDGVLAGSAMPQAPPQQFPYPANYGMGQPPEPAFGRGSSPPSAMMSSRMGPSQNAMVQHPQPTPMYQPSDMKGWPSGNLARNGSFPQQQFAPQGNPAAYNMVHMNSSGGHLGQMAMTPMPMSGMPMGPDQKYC
VIM-2 inh – inhibitors of Pseudomonas aeruginosa VIM-2 metallo-beta-lactamase; purified VIM-2, nitrocefin hydrolysis, epi-absorbance fluorescence; 290,000 tested, 0.89% active; inhibition, % at 5.6 µM;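 active means inhibition above the mean of all tested compounds plus 3 SD, cutoff set per screening run, cut at about 7.5% in these data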;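 further: red hydrolysis product quenches plate fluorescence so inhibitors raise well fluorescence; 0% = enzyme with DMSO and 100% = DMSO without enzyme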
CRFBP-R2 block – CRF-BP/CRF-R2 complex antagonism; HEK293 CRF-R2/CRF-BP, CRF-induced calcium fluorescence; inhibition, % at 11.8 µM; 350,000 tested, 0.59% active;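 active means inhibition of the ligand-induced calcium signal above about 50% at the single tested concentration, limit read from the data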
IDE act – activators of human insulin-degrading enzyme in cells; P14735; HEK cells, FAbeta-B cleavage, fluorescence polarization; 0% vehicle, 100% cell-free pure enzyme wells; activation, % at 5.96 µM; 340,000 tested, 0.073% active; AID 493087;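 active means activation above the mean of all tested compounds plus 3 SD, set per screening campaign, cut at about 17% in these data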
GalR3 antag – human GalR3 antagonism; O60755; HEK293 GalR3-CNG cAMP membrane potential fluorescence; galR3 body fused to GalR1 C-terminus; inhibition, % at 3 µM; 360,000 tested, 0.44% active;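 active means inhibition above the screen-wide average plus 3 SD, cut at about 13% in these data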;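 further: forskolin and galanin both at EC90 stimulate the cells; cAMP rise reported by CNG channel membrane potential dye signal; 0% = forskolin plus galanin with DMSO and 100% = forskolin alone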
HCV NS3 hel inh – HCV NS3 helicase inhibition; NS3 helicase DNA unwinding, Cy5 molecular beacon fluorescence; inhibition, % at 10.9 µM; 290,000 tested, 0.56% active; AID 1800;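 active means inhibition above the mean of all tested compounds plus 3 SD, set per campaign, cut at about 35% in these data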;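 further: 0% = DMSO wells and 100% = thioflavine S control wells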
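System: NS3 helicase fragment of HCV / Schedule: 1 h at 25 °C / Control set: DMSO alone as 0% and 110 µM thioflavine S as 100% / Reagent: Cy5/quencher beacon DNA duplex and ATP to start / Technique: Cy5 fluorescence / Replication: singlicate / Evaluation: % inhibition of end-to-start signal ratio versus controls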
IDE inh – inhibits human insulin-degrading enzyme in HEK cells | AID 434962 | inhibition, % at 5.59 µM | 320,000 tested, 0.41% active | P14735 | FAbetaB cleavage, fluorescence polarization;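 active means percent inhibition above the average of all tested compounds plus 3 SD, set per screening campaign, cut at about 16% in these data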;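 further: IDE supplied by intact live HEK cells; FP after avidin binding of uncleaved biotin substrate so inhibition keeps polarization high; 0% = DMSO wells and 100% = 60 µM reference IDE inhibitor Ii1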
SUMO HTRF inh – inhibitors of human SUMOylation (UBC9); HTRF SUMOylation assay, SAE1/SAE2 + UBC9, in vitro; 290,000 tested, 0.36% active; AID 2006; inhibition, % at 35 µM; P63279; in the data active means inhibition above about 50%, passing the limit was not always enough; further: strong numbers were not always called active
* = called active by the depositor; · = not tested or not shown.

A first look:
Below each compound: IMP-1 inhibitor	pCIP destab	VIM-2 inh	CRFBP-R2 block	IDE act	GalR3 antag	HCV NS3 hel inh	IDE inh	SUMO HTRF inh
CCCc1nnc(NC(=O)CCN2C(=O)c3ccccc3C2=O)s1
  -2.7	-4	-2.9	-5	4	4	-2	0	20
CC(C)N(C)C1CCN(S(=O)(=O)c2ccc(-c3ccc(=O)[nH]n3)s2)CC1
  -1.4	-8	-0.9	-9	3	-8	-7	-3	21

The whole of this part, previewed entries included:
Below each compound: IMP-1 inhibitor	pCIP destab	VIM-2 inh	CRFBP-R2 block	IDE act	GalR3 antag	HCV NS3 hel inh	IDE inh	SUMO HTRF inh
CCCc1nnc(NC(=O)CCN2C(=O)c3ccccc3C2=O)s1
  -2.7	-4	-2.9	-5	4	4	-2	0	20
CC(C)N(C)C1CCN(S(=O)(=O)c2ccc(-c3ccc(=O)[nH]n3)s2)CC1
  -1.4	-8	-0.9	-9	3	-8	-7	-3	21
COc1ccc(-n2c(SCC(N)=O)nnc2-c2ccc(NS(=O)(=O)c3ccc(C)cc3)cc2)cc1
  -2.6	-6	-1.4	-2	-1	-1	-15	4	20
CN(C)CCC#CC1(O)c2ccccc2-c2ccccc21
  -0.9	-5	-0.4	7	5	-10	-6	-3	13
Cc1coc2c1c(C)cc1oc(=O)c(CC(=O)N[C@@H](C)C(=O)O)c(C)c12
  -4.6	-8	0.7	-17	2	-9	12	·	14
CC(C)OC(=O)c1cccc(C(=O)O)n1
  -3.3	-15	1.0	-4	4	-4	0	7	17
Cn1nnnc1SCCNCc1ccc(Cl)cc1
  -6.3	-5	-2.1	3	4	-3	-1	9	12
COc1cccc(-c2nc(COc3ccc(Cl)cc3Cl)no2)c1
  -2.7	-1	-4.1	-20	-2	4	12	-5	-11
O=C(Nc1ccccc1)C1=C[C@@H](C2CCCCC2)C[C@@H](OCc2ccc(CO)cc2)O1
  3.7	-8	-4.2	-7	5	2	5	1	-33
O=C(Nc1ccc(Cl)cc1)Nc1ccccc1CC[N+](=O)[O-]
  0.4	-8	2.0	3	5	-4	-3	2	5
CCOC(=O)c1ccc(NC(=S)NN)cc1
  -2.0	6	0.2	10	1	7	-5	3	-1
COc1ccc(Nc2nc(N)nc(CSc3nccn3C)n2)cc1
  -4.5	-1	-2.0	-7	-1	-6	4	2	-3
CC12CC(NC(=O)N1c1cccc(C(=O)N3CCN(c4ccccc4F)CC3)c1)c1ccccc1O2 (stereo unspecified)
  -2.7	-14	-1.1	-14	1	0	4	3	2
Cc1ccc(N2CC(NS(=O)(=O)c3cccs3)CC2=O)cc1C (stereo unspecified)
  ·	·	·	-7	-7	2	·	-2	·
COc1cc2oc3cc(C#Cc4ccc(N)cc4)ccc3c(=O)c2cc1OC
  ·	·	·	0	-2	6	·	-2	·
O=C(NCc1ccc(OC(F)(F)F)cc1)C1CC2Cn3c(nc4ccccc43)C2N1Cc1ccccc1 (stereo unspecified)
  -4.0	-4	-3.2	3	1	-3	-29	4	-8
CN(C)CCN(Cc1ccccc1)S(=O)(=O)c1ccc2c(c1)n(C)c(=O)c(=O)n2C
  -2.2	-12	-2.4	1	8	-1	1	3	0
COCCn1c(SCC(=O)Nc2ccc3c(c2)OCCO3)nnc1C(C)C
  -2.8	0	-6.3	0	4	1	-2	3	4
CC1(C)CC2c3cccc(C(=O)O)c3C(=O)N2c2c1ccc1ccccc21 (stereo unspecified)
  -3.2	-2	-1.2	18	-4	1	6	-5	3
CCC1(C)Cc2c(sc(NC(=S)NC(=O)c3ccccc3)c2C#N)CO1 (stereo unspecified)
  -3.3	-8	-3.4	-63	-7	-2	-2	2	9
COc1cc2c(-c3ccccc3O)nc3c(c(C)nn3-c3ccccc3)c2cc1OC
  -3.7	-12	-2.7	9	3	-3	15	3	12
Cc1cc(NC(=O)c2ccc3c(c2)OCO3)no1
  4.7*	-5	1.2	-28	5	0	2	4	3
CCOc1cc(/C=C2\SC(=Nc3ccc(CC)cc3)NC2=O)ccc1OCC(=O)O
  1.1	-5	0.1	10	-3	-8	46*	9	1
CC(NS(=O)(=O)c1ccccc1)C(N)=O (stereo unspecified)
  -1.9	-16	-3.1	5	3	-3	-6	0	17
O=C(NC(=S)N1CCN(c2nc(-c3ccccc3)cs2)CC1)c1cccnc1
  -1.5	0	-2.5	7	-8	-2	1	14	13
CC(=O)N1CCc2cc(S(=O)(=O)NC(Cc3ccccc3)C(=O)O)ccc21 (stereo unspecified)
  -1.5	-11	-0.7	19	0	-4	-5	0	·
O=C1CCN(Cc2ccc(Br)cc2)CCN1CCO
  -5.0	2	-3.0	4	6	-4	15	0	4
CC(C)(C)OC(=O)NCc1ccc(CNC(=O)c2ncn(Cc3ccccc3)c2C(=O)NCc2ccc(CNC(=O)OC(C)(C)C)cc2)cc1
  ·	·	·	-10	-1	-3	·	3	·
Cc1cccc(NC(=S)NNC(=O)c2ccc3c(c2)OCO3)c1
  -1.1	-7	-1.0	-4	-6	1	9	2	-13
Cn1cc(S(=O)(=O)N2CCOCC2)cc1C(=O)Nc1ccc(Cl)cc1
  -5.0	6	-4.7	-11	7	·	-11	-2	1
COc1ccc(N=c2scc(C)n2CCCN2CCCC2=O)cc1
  -1.0	-14	-1.4	3	1	5	-3	3	-2
COc1cc(C(=O)NCCN=C2NS(=O)(=O)c3ccccc32)cc(OC)c1OC
  -0.9	-18	-0.1	-17	-1	-8	-10	5	-1
CCC(CC)NC(=O)Cc1ccc(S(=O)(=O)N2CCOCC2)s1
  -2.8	-4	-4.2	-35	0	-4	17	0	11
Cc1cc(C)nc(OC(C(=O)O)C(OCc2ccccc2)(c2ccccc2)c2ccccc2)n1 (stereo unspecified)
  -0.8	-7	1.2	8	9	-3	37*	1	5
Cc1ccc(CN2CCC(c3cc(-c4ccc(Cl)cc4)n[nH]3)CC2)cc1
  -1.6	7	-4.1	-14	6	-8	-47	-1	-15
Cc1cc(C)nc(NC(=O)C2c3ccccc3Oc3ccccc32)n1
  -2.6	-6	-1.0	-2	·	3	3	-1	-4
Cc1cccc(-n2c(O)c(C=Nc3ccc(O)cc3)c3ccccc3c2=O)n1
  -2.0	-13	-2.6	-11	-1	-6	1	-2	15
CC(C)C[C@@H](CSc1ccccc1)N1CCN(CC(C)C)CCC1=O
  -4.3	-9	1.7	-7	5	-11	-8	0	16
CC(=O)Nc1ccc(C2=NNC(=Nc3cccc(S(=O)(=O)N(C)C)c3)SC2)cc1
  -1.5	12	2.7	3	-5	·	9	3	23
CC1CN(C(=O)CCS(=O)(=O)c2ccccc2)CC(C)O1 (stereo unspecified)
  1.1	-16	1.0	0	4	-8	13	1	0

One compound at a time, from the list above. Screens in order: IMP-1 inhibitor | pCIP destab | VIM-2 inh | CRFBP-R2 block | IDE act | GalR3 antag | HCV NS3 hel inh | IDE inh | SUMO HTRF inh
Shown for CC(=O)Nc1ccc(C2=NNC(=Nc3cccc(S(=O)(=O)N(C)C)c3)SC2)cc1 = -1.5 | 12 | 2.7 | 3 | -5 | · | 9 | 3 | 23
Shown for Cc1cc(C)nc(NC(=O)C2c3ccccc3Oc3ccccc32)n1 = -2.6 | -6 | -1.0 | -2 | · | 3 | 3 | -1 | -4

The list goes on:
smiles,IMP-1 inhibitor,pCIP destab,VIM-2 inh,CRFBP-R2 block,IDE act,GalR3 antag,HCV NS3 hel inh,IDE inh,SUMO HTRF inh
Cc1ccc(C2(c3ccccc3)NC(=O)N(CC(=O)N(C)C3CCS(=O)(=O)C3)C2=O)cc1C (stereo unspecified),·,·,·,1,5,-5,·,6,·
CC(C)CC(=O)c1c[nH]c(C(=O)N2CCN(Cc3ccccc3)CC2)c1,-1.3,3,-1.6,-3,6,-2,-10,1,-2
CCOc1ccc(-n2c(CCc3ccccc3)n[nH]c2=S)cc1,-3.7,-5,-3.8,-12,-1,-1,2,0,-2
NC(=O)c1ccccc1NS(=O)(=O)c1ccc2c(c1)OCCO2,-2.2,-8,-2.7,-5,1,-10,12,0,8
CCOc1cc(C(=O)N/N=C/c2ccoc2)cc(OCC)c1OCC,-4.6,-21,-2.1,-7,8,-4,-1,·,-1
O=C(Nc1cccc(Cl)c1)OC1CCCCc2cccnc21 (stereo unspecified),-2.8,6,-3.2,-10,6,-6,-9,3,-22
COc1ccc(CC(NC(C)=O)C(=O)NC2CCN(C(=O)Nc3ccccc3Cl)CC2)cc1OC (stereo unspecified),-1.3,0,-0.8,46,3,-4,2,6,14
CN(CC(=O)Nc1ccc(F)cc1)C(=O)COC(=O)C1=COCCO1,·,·,·,12,4,-3,·,2,·
N#Cc1ccc(NC(=O)CSc2nc3[nH]c(=O)cc(O)c3s2)cc1,·,·,·,1,4,-1,·,6,·
Cc1cc(OCC(=O)Nn2cnnc2)c(C)cc1Br,-0.3,2,-0.9,13,7,-1,7,-1,-4
C(=N\n1cnnc1)/c1cccc(OCCOc2ccccc2)c1,-2.2,6,-2.5,-11,3,-1,3,-3,4
COc1cccc(C(=O)NC(=S)Nc2cccnc2)c1,4.1,-2,2.3,26,0,-3,12,5,-8
CCn1c(O)c(N=NC(=O)c2cccnc2)c2cc(Br)ccc21,-0.4,-4,-1.2,-6,2,1,6,0,2
Cc1ccc(OCCNC(=O)c2ccc3c(c2)OCO3)cc1,-1.8,-6,-3.0,6,2,-2,-1,-1,7
COc1nc(NC(C)C)nc(N(C#N)CN2C(=O)c3ccccc3S2(=O)=O)n1,12*,-6,6.8,6,7,-5,-6,1,8
COc1ccc(OC)c(CNS(=O)(=O)c2cn(C)cn2)c1,0.5,-2,1.3,15,4,-4,7,-2,7
NC(=O)C1(c2ccccc2)CCOCC1,-2.7,-11,-1.2,3,1,0,-6,0,2
O=C(CN1C(=O)c2ccccc2S1(=O)=O)NCc1ccccn1,-7.5,0,-2.9,8,4,-2,-3,0,-2
C=CCN(C(=O)CN1CCOCC1)c1nc(C)c(-c2ccccc2)s1,-4.1,-9,-2.2,2,2,2,-4,5,8
COc1ccc(C2=NN(c3ccccc3)C(c3cccs3)C2)cc1 (stereo unspecified),-2.7,-14,-4.3,23,4,-7,4,0,17

Screens deposited in PubChem by several laboratories.

Outcome played no part in choosing rows; any-hit rate near 3.2%.
